Source: PubChem BioAssay (Sanford-Burnham Center for Chemical Genomics)
hIAP activ: increases human intestinal alkaline phosphatase activity | P09923 | purified human IAP, CDP-Star luminescence, 30 min; hits give high values; 1 = vehicle-only enzyme, 0 = enzyme-free background | activation factor at 10 µM | 330,000 compounds, 0.16% hits;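 active means activation factor of the enzyme at least 2-fold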; further: the source names both 10 and 20 µM as test concentration; values of inactives mirror those of a sister screen read the other way
SENP6 block: SENP6 protease inhibition. Recombinant SENP6 catalytic domain, aminoluciferin luminescence. inhibition, % at 10 µM. Q9GZR1. 330,000 compounds, 1.8% hits;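 active means inhibition above about 50% at the single tested dose, limit read from the data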;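 further: plate controls were DMSO wells with enzyme for no effect and DMSO wells lacking enzyme for full effect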
SENP1 inh: inhibitors of human SENP1 SUMO protease catalytic domain | Q9P0U3 | recombinant SENP1 catalytic domain, CyPet-SUMO1-YPet FRET cleavage | inhibition, % at 10 µM | 360,000 compounds, 0.21% hits;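 active means inhibition at least 30% at 10 µM, raw YFP signal under a set limit, fluorescence ratio 0.5 to 1.5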;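 further: 0% = enzyme with DMSO and 100% = no enzyme wells; some results filed as inactive read as strong as hits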
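Material – human SENP1 catalytic domain · Input – SENP1 enzyme, 20 pM final · Compound dosing – single concentration of 10 µM compound, 0.5% DMSO final · Timing – enzyme reaction for 50 min at room temperature, dark · Measured by – FRET fluorescence in CFP and YFP emission channels · Control set – no-enzyme wells low, DMSO-plus-enzyme wells high control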
MPTP inh: inhibitors of mitochondrial permeability transition pore. isolated mouse mitochondria, Ca2+ swelling absorbance, 30 min. inhibition, % at 10 µM. 360,000 compounds, 1.4% hits. AID 602449;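 active means inhibition of 50% or more, scaled per plate between neutral and stimulator controls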;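 further: 0% = DMSO wells given calcium and 100% = 1 mM EGTA wells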
SENP8 inh: inhibitors of human SENP8 protease | recombinant SENP8, Nedd8 substrate fluorescence | inhibition, % at 20 µM | Q96LD8 | 360,000 compounds, 0.64% hits; in the data active means inhibition mostly above about 40%, no sharp cut-off; inactive means mostly below about 27%
Starred values were filed as active, the others as inactive; . = no result given. Some of the compounds tested; the hit share may differ from the screen's.

SMILES	hIAP activ	SENP6 block	SENP1 inh	MPTP inh	SENP8 inh
COc1ccccc1OCCNCC(O)COc1cccc2[nH]c3ccccc3c12 (centres undefined)	1.1	-18	.	.	.
CCC(=O)O[C@]1(C(=O)SCF)[C@H](C)C[C@H]2[C@@H]3C[C@H](F)C4=CC(=O)C=C[C@]4(C)[C@@]3(F)[C@@H](O)C[C@@]21C	0.86	-10	.	.	.
CCCCCCc1ccc(O)cc1O	0.77	-11	.	.	.
COc1ccc(-n2[nH]c3c(cnc4ccccc43)c2=O)cc1	.	.	5	-0.9	15

Of the compounds above, these have an NH in an aromatic ring:
SMILES	hIAP activ	SENP6 block	SENP1 inh	MPTP inh	SENP8 inh
COc1ccccc1OCCNCC(O)COc1cccc2[nH]c3ccccc3c12 (centres undefined)	1.1	-18	.	.	.
COc1ccc(-n2[nH]c3c(cnc4ccccc43)c2=O)cc1	.	.	5	-0.9	15

Sorted by length of the SMILES (lowest first): some entries from above.
SMILES	hIAP activ	SENP6 block	SENP1 inh	MPTP inh	SENP8 inh
CCCCCCc1ccc(O)cc1O	0.77	-11	.	.	.
COc1ccc(-n2[nH]c3c(cnc4ccccc43)c2=O)cc1	.	.	5	-0.9	15
COc1ccccc1OCCNCC(O)COc1cccc2[nH]c3ccccc3c12 (centres undefined)	1.1	-18	.	.	.
